Bioassay records (PubChem)
TRHR enhancer = allosterically enhances the human TRH receptor | enhancement, % at 2 µM | P34981 | AID 493056 | TRHR cells, fluo-8 calcium fluorescence, EC20 TRH enhancement | 360,000 compounds, 0.66% hits; in the data active means enhancement above about 30%; further: 0% is about no effect
Target sequence (P34981 whole entry, looked up): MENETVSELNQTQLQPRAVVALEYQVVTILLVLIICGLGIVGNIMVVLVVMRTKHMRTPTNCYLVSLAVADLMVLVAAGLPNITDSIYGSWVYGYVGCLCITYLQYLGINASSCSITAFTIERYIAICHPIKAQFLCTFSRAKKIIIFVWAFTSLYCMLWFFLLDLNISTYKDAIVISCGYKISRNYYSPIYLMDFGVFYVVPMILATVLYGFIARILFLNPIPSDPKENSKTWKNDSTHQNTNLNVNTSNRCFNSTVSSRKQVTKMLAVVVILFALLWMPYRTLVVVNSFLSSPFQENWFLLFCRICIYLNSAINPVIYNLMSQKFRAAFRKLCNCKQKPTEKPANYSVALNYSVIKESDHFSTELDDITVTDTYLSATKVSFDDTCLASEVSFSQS
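TRHR-expressing cells loaded with fluo-8 calcium dye were read kinetically (ex 480/em 530) during compound addition, then stimulated with an EC20 of TRH (10 nM final). Enhancement of the Gq-mediated intracellular calcium response was scored.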
TRHR ag = agonists of human TRH receptor; P34981; TRHR cells, calcium flux fluo-8, FDSS agonist mode; activation, % at 2 µM; 360,000 compounds, 0.18% hits; AID 493084; in the data active means activation above about 30%; further: 0% is about no effect
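Fluo-8-loaded TRHR cells; 10 s baseline, compound added, kinetic Ca2+ fluorescence read 1/s, agonist mode.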
Anesthetic bind = candidate novel general anesthetic via apoferritin binding; P02791; apoferritin/1-aminoanthracene competitive binding, fluorescence; 350,000 compounds, 0.074% hits; Potency, µM (doses to about 77.5 µM), for the others: top-dose activity change, negative = displacement, hits mostly inhibitors; further: potency means the concentration at half of the fitted maximal effect; on the % scale 0 is the no-effect control and ±100 the full control effect; nearly all actives have a fitted effect of over 20% in size
Target sequence (P02791 2-175 limits assumed): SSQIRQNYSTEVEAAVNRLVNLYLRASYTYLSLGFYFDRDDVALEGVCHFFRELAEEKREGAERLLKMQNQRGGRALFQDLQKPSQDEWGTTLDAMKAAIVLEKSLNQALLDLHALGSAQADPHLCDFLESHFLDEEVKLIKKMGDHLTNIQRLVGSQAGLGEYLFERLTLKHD
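Concentration-response curves derived by four-parameter Hill fitting of normalized fluorescence, where compounds displaced 1-AMA from 10 uM horse apoferritin following a brief 10 min room-temperature incubation; propofol titration acted as positive control.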
D1 potentiator = potentiators of human D1 dopamine receptor; HEK293 TREx D1 cells, calcium flux, dopamine EC20 potentiation; P21728; 360,000 compounds, 0.036% hits; AID 504651; potentiation, % at 10 µM; in the data active means potentiation above about 30%; further: 0% is about no effect
D2 potentiator = positive allosteric modulators of human D2 dopamine receptor; P14416; HEK293 T-REx D2, calcium flux, EC20 dopamine potentiation; potentiation, % at 10 µM; 340,000 compounds, 0.34% hits; AID 485347;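 active means potentiation over 3 SD above the plate norm, cut at about 30% in these data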; further: 0% is about no effect
Target sequence (P14416 whole entry, looked up): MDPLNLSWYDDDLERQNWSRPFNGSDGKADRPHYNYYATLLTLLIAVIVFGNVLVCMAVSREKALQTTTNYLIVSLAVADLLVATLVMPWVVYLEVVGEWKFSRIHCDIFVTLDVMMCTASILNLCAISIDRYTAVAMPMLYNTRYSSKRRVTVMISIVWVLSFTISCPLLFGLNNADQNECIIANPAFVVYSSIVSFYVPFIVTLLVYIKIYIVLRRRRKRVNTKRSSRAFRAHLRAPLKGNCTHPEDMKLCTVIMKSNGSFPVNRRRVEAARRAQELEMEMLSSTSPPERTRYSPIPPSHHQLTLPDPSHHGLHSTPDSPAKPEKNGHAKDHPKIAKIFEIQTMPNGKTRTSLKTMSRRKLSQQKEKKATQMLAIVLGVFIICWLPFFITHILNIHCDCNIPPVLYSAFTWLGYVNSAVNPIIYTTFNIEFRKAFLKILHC
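Using a no-wash calcium dye in inducible, force-coupled HEK293 Trex cells expressing D2, we tracked fluorescence each second for 180 s after compound, then for 180 s after EC20 dopamine to detect augmented signalling.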
D1 agonist = agonists of human D1 dopamine receptor; P21728; activation, % at 2 µM; HEK293 T-REx D1 cells, calcium flux, agonist mode; 360,000 compounds, 1% hits; in the data active means activation above about 30%; further: 0% is about no effect
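Tetracycline-induced HEK293 TREx D1 cells, force-coupled to calcium signalling, were dye-loaded with a no-wash calcium kit. Compound was pin-added after a 10 s baseline. Fluorescence was read kinetically at 1 cycle/s for 180 s, with calcium rises flagged as agonism.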
D1 antagonist = antagonists of human D1 dopamine receptor; P21728; HEK293 TREx D1 cells, calcium flux, dopamine EC80; stronger effect = lower value; activity change, negative = inhibition, % at 10 µM; 360,000 compounds, 3.2% hits; AID 504652; in the data active means activity change below about -30%; further: on the % scale 0 is the no-effect control and ±100 the full control effect
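Kinetic fluorescence of a calcium dye serves as the read-out. D1-expressing Hek293 Trex cells, induced overnight at 30 C, are exposed to compound for 180 s before an EC80 dopamine addition, then read 180 s further.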
RXFP1 antagonist = antagonists of human relaxin receptor RXFP1; HEK293-RXFP1, relaxin-stimulated cAMP HTRF, 30 min; stronger effect = lower value; activity change, negative = inhibition, % at 57.5 µM; 350,000 compounds, 0.59% hits;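 active means activity change of -60% or lower, but not beyond a set lower limit; inconclusive means change between -60% and -40%, or beyond the set limit; inactive means change above -40%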; further: on the % scale 0 is the no-effect control and ±100 the full control effect
RXFP1 agonist = agonists of human relaxin receptor RXFP1; 370,000 compounds, 0.3% hits; HEK293T-RXFP1 cAMP TR-FRET, 30 min; response scale: percent of porcine relaxin response, buffer zero; Potency, µM (top dose mostly 57.5 µM), without a hit: at the top dose activation, usual class: activators; AID 2676; Q9HBX9; further: potency means the concentration at half of the fitted maximal effect; on the % scale 0 is the no-effect control and ±100 the full control effect; nearly all actives have a fitted effect of over 60% in size; many of its hits are not listed in these tables
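cAMP rise read by TR-FRET after 30 min, 37C compound exposure (up to 58 uM) in RXFP1-transfected HEK293 cells with Ro 20174 present. EC50 from Hill-equation fits, with 29 nM porcine relaxin as 100% and buffer as basal.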
Active calls of the source: *; ? = inconclusive; / = no result given. Unless noted, the call rests on the fitted dose curve; in most records, active means well fitted curve in the direction sought with a large enough effect; inconclusive means small, poorly fitted or top-dose-only effect, or another doubt; inactive means no such curve, though single readings can be large; an effect the other way counts as inactive or inconclusive. A portion of the library; the hit share may differ from the screen's.

Fields: TRHR enhancer	TRHR ag	Anesthetic bind	D1 potentiator	D2 potentiator	D1 agonist	D1 antagonist	RXFP1 antagonist	RXFP1 agonist
O=C(CNc1n[nH]c(=O)[nH]c1=O)N/N=C/c1ccccc1
→ 1	0.4	-1%	-4	8	2	-3	5	3.9%
CCOc1ccc(/C=N/N2CCN(Cc3ccccc3)CC2)cc1
→ 2	0.0	-4%	-2	1	2	3	-18	-1.6%
COc1cccc(C2C(C#N)=C(N)N(N(C)C)C3=C2C(=O)CCC3)c1 (centres undefined)
→ 7	-0.6	-1%	5	5	5	-4	-8	3.2%
CCOc1ccc(CNC(=O)c2cccc(Nc3nc4ccccc4n4nnnc34)c2)cc1OC
→ 1	0.7	-6%	2	-8	2	-4	-7	20%
COc1cccc(N(C(=O)CS(=O)CC(=O)Nc2ccc(F)cc2)C(C(=O)NC2CCCCC2)c2cccs2)c1 (centres undefined)
→ -4	-0.7	-19%	-2	0	5	-2	1	-1.2%
CN1C(C(=O)NCc2cccc(Br)c2)CC2Cn3c(nc4ccccc43)C21 (centres undefined)
→ -6	-0.2	6%	-5	/	1	1	/	0.0%
Cc1ccc2cc(/C=N/NC(=O)c3ccc(F)cc3)c(Cl)nc2c1
→ -2	0.0	-3%	-1	/	1	7	-15	-0.6%
COc1ccc(-c2nn(C)c3sc(C(=O)N4CCN(c5cccc(C)c5C)CC4)cc23)cc1OC
→ 4	-0.2	-8%	3	-6	0	-9	-10	?
COc1ccc(OC)c(NC(=O)c2cc(-c3cc(C)c(C)cc3O)n[nH]2)c1
→ 1	1.1	-9%	-8	11	2	-16	-8	-0.4%
Cc1ccc(C)c(N(CC(=O)NC(C)C)C(=O)CCC(=O)Nc2ccccn2)c1
→ -3	0.0	-6%	2	0	2	-9	13	0.8%

(listing goes on)
Fields: TRHR enhancer	TRHR ag	Anesthetic bind	D1 potentiator	D2 potentiator	D1 agonist	D1 antagonist	RXFP1 antagonist	RXFP1 agonist
O=C(Nc1cccc(-c2cnc3ccccc3n2)c1)C1CC(=O)N(c2ccccc2)C1 (centres undefined)
→ 0	0.9	-15%	-1	2	3	-5	-73*	0.7%
COC/C=C/C1=CC2=CC(=O)C(C)(OC(=O)c3cnc4ccccc4n3)C(=O)C2=CN1CCCOC(C)C (centres undefined)
→ 4	-0.1	?	-4	7	6	2	/	-0.4%
COCCC(=O)N1CCC(Oc2ccc(C(=O)NC3Cc4ccccc4C3)cc2)CC1
→ -3	-0.1	-4%	1	3	4	-10	9	0.3%
C/C=C/C=N/Nc1nc(C)cc(=O)[nH]1
→ -1	0.0	2%	20	-1	5	0	-7	-0.4%
Cc1ccc2nc(-c3ccc(NC(=O)CSc4ccccc4)cc3)[nH]c2c1
→ -5	0.5	-7%	-5	9	5	-13	?	0.4%
Cc1cc2c(cc1C)[n+](C)cn2CC(O)COCC1CC=CCC1 (centres undefined)
→ -5	0.0	-24%	-3	-10	0	-1	-4	0.5%
Cc1cnc(NC(=O)CSc2nnc(C)n2N)s1
→ 1	0.3	5%	-5	12	4	0	-6	4.3%
CC(C)(C)c1cc(C(=O)O)n[nH]1
→ 3	0.0	-4%	-2	4	12	-4	12	-0.5%
COc1ccc2c(c1)CCC1C2=NN(/C(C)=C\C(C)=O)C1c1ccc(F)cc1 (centres undefined)
→ -11	7.6	-20%	0	-2	1	-2	-1	1.1%
CC(C)CCN1C(=O)c2ccc(C(=O)NCc3ccco3)cc2C1=O
→ 13	-0.5	-22%	9	14	3	2	-4	1.4%

Entries listed above marked active in RXFP1 antagonist:
compound	TRHR enhancer	TRHR ag	D1 potentiator	D2 potentiator	D1 agonist	D1 antagonist	RXFP1 antagonist	RXFP1 agonist
O=C(Nc1cccc(-c2cnc3ccccc3n2)c1)C1CC(=O)N(c2ccccc2)C1 (centres undefined)	0	0.9	-1	2	3	-5	-73*	0.7%

New compounds follow
Fields: TRHR enhancer	TRHR ag	Anesthetic bind	D1 potentiator	D2 potentiator	D1 agonist	D1 antagonist	RXFP1 antagonist	RXFP1 agonist
Cc1nn(C(C)C(=O)NC2CCC(C)CC2)c(=O)c2cc3sccc3n12 (centres undefined)
→ 2	0.9	-11%	-3	-5	2	-7	-8	10%
O=C(NO)c1ccc(C(=O)N(C2CCCCC2)C2CCCCC2)cc1
→ 2	0.2	-19%	8	-12	2	31	-6	0.4%
CC1CCCC(C)N1CC(O)COCc1ccccc1 (centres undefined)
→ 3	0.5	-4%	5	3	4	5	7	2.6%
C=CCN1CN(S(=O)(=O)c2ccc(OC)cc2)c2nc3ccccc3nc21
→ -2	-0.1	-17%	6	12	0	-13	-5	7.0%
COc1cc2c(cc1NC(=O)c1ccncc1)oc1ccccc12
→ 22	-0.1	?	-1	14	0	-15	3	2.3%
CCOC(=O)C1=C(N)Oc2cc(O)ccc2C1c1cccc(Cl)c1 (centres undefined)
→ 4	-0.1	13%	-6	/	14	-12	-35	-1.3%
CCCCNS(=O)(=O)c1ccc2nc(-c3cccnc3)cc(C(=O)NC3CCCC3)c2c1
→ 8	-0.1	-4%	-6	6	2	7	-9	13%
CC1CCC(C(=O)NC(C(=O)N2CCN(c3ccccn3)CC2)C(C)C)CC1 (centres undefined)
→ -8	0.0	-4%	-3	-14	2	4	17	1.8%
CCOC(=O)CSc1nnc(-c2cccc(Cl)c2)n1CC
→ 7	-0.8	-10%	-3	-1	2	1	0	1.9%
Cc1ccc(NC(=O)N2CCc3ccccc32)cc1
→ 1	-0.2	-13%	-5	8	1	-15	6	-0.5%

New compounds follow
Fields: TRHR enhancer	TRHR ag	Anesthetic bind	D1 potentiator	D2 potentiator	D1 agonist	D1 antagonist	RXFP1 antagonist	RXFP1 agonist
CCn1cc(CNC(=O)c2ccc3nc(Cc4ccc(OC)cc4)oc3c2)cn1
→ -2	-0.1	-5%	-9	-11	21	-30	-5	0.4%
O=C(CSc1ccc(-c2nc3ccccc3[nH]2)cn1)Nc1ccc(S(=O)(=O)N2CCCC2)cc1
→ -7	2.2	-5%	-7	-4	1	-6	-4	0.0%
Cc1[nH][nH]c(=O)c1N=Nc1ccc(F)cc1
→ 0	-0.2	-14%	-2	4	3	28	8	2.7%
O=C(Nc1ncccc1Cl)c1cccc(F)c1
→ 9	0.1	-4%	-5	-3	0	-16	9	2.1%
COc1ccc(OC)c(S(=O)(=O)NCc2csc(-c3ccccc3)n2)c1
→ 2	1.1	6%	-4	-26	1	-8	1	-0.7%
COc1ccccc1Nc1c2c(nc3ccc(NC(=O)c4ccc(OC)c(OC)c4)cc13)CCCC2
→ 4	-0.4	1%	0	1	0	-11	/	12%
O=C(Cn1ccc2cc(S(=O)(=O)N3CCCC3)ccc21)NCc1ccccc1Cl
→ -6	0.0	-3%	0	-4	2	-16	-3	6.4%
COc1ccccc1C(=O)Nc1c2c(nn1-c1ccc([N+](=O)[O-])cc1)CS(=O)(=O)C2
→ -7	-0.8	-1%	-5	-4	8	0	-1	0.6%
O=C1COc2ccccc2CN1
→ 4	0.2	-8%	-1	8	1	-18	-7	-1.3%
COC(=O)c1cc2oc(C)cc2n1CC(=O)Nc1ccc(OC)c(OC)c1OC
→ 10	-0.9	-9%	0	0	17	-6	/	-1.6%

Additional results
Fields: TRHR enhancer	TRHR ag	Anesthetic bind	D1 potentiator	D2 potentiator	D1 agonist	D1 antagonist	RXFP1 antagonist	RXFP1 agonist
CCOCCCNC(=O)C(NC(=O)c1ccccn1)c1ccc(C)cc1 (centres undefined)
→ -1	0.8	4%	-7	-16	-1	-4	-4	0.0%
CCOc1ccc(-c2nc(C)c(C(C)=O)n2O)cc1
→ 3	0.9	1%	-14	-3	1	6	-7	-0.3%
O=S(=O)(Nc1cccc2ccccc12)c1cccc2nonc12
→ 6	-0.6	2%	6	0	5	1	-12	1.0%
CC(C)C(=O)Nc1ccc2c(c1)nc(CCN1CCN(c3ccccc3)CC1)n2C
→ -4	-0.9	9%	0	-21	-1	-8	7	-1.2%

Among those listed so far, 13 have an aryl methoxy group:
Fields: TRHR enhancer	TRHR ag	Anesthetic bind	D1 potentiator	D2 potentiator	D1 agonist	D1 antagonist	RXFP1 antagonist	RXFP1 agonist
COc1cccc(C2C(C#N)=C(N)N(N(C)C)C3=C2C(=O)CCC3)c1 (centres undefined)
→ 7	-0.6	-1%	5	5	5	-4	-8	3.2%
CCOc1ccc(CNC(=O)c2cccc(Nc3nc4ccccc4n4nnnc34)c2)cc1OC
→ 1	0.7	-6%	2	-8	2	-4	-7	20%
COc1cccc(N(C(=O)CS(=O)CC(=O)Nc2ccc(F)cc2)C(C(=O)NC2CCCCC2)c2cccs2)c1 (centres undefined)
→ -4	-0.7	-19%	-2	0	5	-2	1	-1.2%
COc1ccc(-c2nn(C)c3sc(C(=O)N4CCN(c5cccc(C)c5C)CC4)cc23)cc1OC
→ 4	-0.2	-8%	3	-6	0	-9	-10	?
COc1ccc(OC)c(NC(=O)c2cc(-c3cc(C)c(C)cc3O)n[nH]2)c1
→ 1	1.1	-9%	-8	11	2	-16	-8	-0.4%
COc1ccc2c(c1)CCC1C2=NN(/C(C)=C\C(C)=O)C1c1ccc(F)cc1 (centres undefined)
→ -11	7.6	-20%	0	-2	1	-2	-1	1.1%
C=CCN1CN(S(=O)(=O)c2ccc(OC)cc2)c2nc3ccccc3nc21
→ -2	-0.1	-17%	6	12	0	-13	-5	7.0%
COc1cc2c(cc1NC(=O)c1ccncc1)oc1ccccc12
→ 22	-0.1	?	-1	14	0	-15	3	2.3%
CCn1cc(CNC(=O)c2ccc3nc(Cc4ccc(OC)cc4)oc3c2)cn1
→ -2	-0.1	-5%	-9	-11	21	-30	-5	0.4%
COc1ccc(OC)c(S(=O)(=O)NCc2csc(-c3ccccc3)n2)c1
→ 2	1.1	6%	-4	-26	1	-8	1	-0.7%
COc1ccccc1Nc1c2c(nc3ccc(NC(=O)c4ccc(OC)c(OC)c4)cc13)CCCC2
→ 4	-0.4	1%	0	1	0	-11	/	12%
COc1ccccc1C(=O)Nc1c2c(nn1-c1ccc([N+](=O)[O-])cc1)CS(=O)(=O)C2
→ -7	-0.8	-1%	-5	-4	8	0	-1	0.6%
COC(=O)c1cc2oc(C)cc2n1CC(=O)Nc1ccc(OC)c(OC)c1OC
→ 10	-0.9	-9%	0	0	17	-6	/	-1.6%
